Pin1 inh – inhibitors of human Pin1 | Pin1 FP peptide displacement, HiFluor488, 10 min | AID 504891 | Potency, µM (series often up to 115 µM), for inactives: at the highest dose activity, negative = inhibition, most hits filed as inhibitors | 0.009% of 390,000 active; active = well fitted inhibition curve with a large enough effect in the polarisation, with a control signal flat, not every such curve was filed as active; inconclusive = small, poorly fitted or top-dose-only effect, or effect the other way, or a change in a side signal; inactive = no such curve, though single readings can be large or run the other way; the % refers to the polarisation; note: % is set by controls: 0 for no effect and ±100 for the full control effect
Tb PGK inh – blocks T. brucei phosphoglycerate kinase. P07378. PGK/GAPDH coupled, Kinase-Glo luminescence, 60 min. Potency, µM (titrated, usually from 57.5 µM), for the others: top-dose activity change, negative = inhibition, actives largely listed as inhibitors. 0.043% of 380,000 active; note: % is set by controls: 0 for no effect and ±100 for the full control effect; nearly all actives have a fitted effect of over 60% in size
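Recombinant glycosomal PGK reaction used 1,3-bisphosphoglycerate generated in-well by GAPDH (100nM final) in 100mM TEA pH 7.6, 5mM MgCl2, 0.01% Tween-20. After 60 minutes at room temperature, ATP was read by Kinase-Glo Plus luminescence end-point.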
BAZ2B block – BAZ2B (human) inhibition. 4.4% of 360,000 active. Q9UIF8. Potency, µM (series often up to 114 µM), inactives show at the top dose activity change, negative = inhibition, hits mostly inhibitors. AID 504333. AlphaScreen BAZ2B-H3K14Ac peptide displacement; note: % is set by controls: 0 for no effect and ±100 for the full control effect; nearly all actives have a fitted effect of over 60% in size
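BAZ2B (50 nM) with biotin-H3(5-23)K14Ac peptide (50 nM) in PBS pH 7.4, 0.01% Tween-20, preformed 30 min, then compound 30 min at room temperature; top concentration 110uM. AlphaScreen streptavidin donor/nickel chelate acceptor beads (10 ug/mL final), 20 min dark, signal read.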
JMJD2A Tudor – inhibitors of human JMJD2A Tudor domain; O75164; AlphaScreen JMJD2A-Tudor / H3K4me3 peptide binding; Potency, µM (series often up to 114 µM), without a hit: top-dose activity change, negative = inhibition, hits mostly inhibitors; 4.4% of 390,000 active; note: % is set by controls: 0 for no effect and ±100 for the full control effect; nearly all actives have a fitted effect of over 50% in size
G9a block – blocks human histone lysine methyltransferase G9a; G9a H3K9 monomethylation, AlphaScreen, 2 h; 8.8% of 350,000 active; AID 504332; Q96KQ7; Potency, µM (top dose mostly 102 µM), for inactives: at the top dose activity, negative = inhibition, hits mostly inhibitors; note: % is set by controls: 0 for no effect and ±100 for the full control effect; nearly all actives have a fitted effect of over 75% in size
Target sequence (Q96KQ7 913-1193 limits assumed): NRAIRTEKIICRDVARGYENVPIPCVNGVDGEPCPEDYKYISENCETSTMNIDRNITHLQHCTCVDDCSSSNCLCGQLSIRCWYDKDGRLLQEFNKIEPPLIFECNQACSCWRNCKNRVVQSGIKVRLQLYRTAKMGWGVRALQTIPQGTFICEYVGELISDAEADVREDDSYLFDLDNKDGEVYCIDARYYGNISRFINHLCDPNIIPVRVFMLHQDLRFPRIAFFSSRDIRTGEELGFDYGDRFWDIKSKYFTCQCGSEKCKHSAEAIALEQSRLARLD
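G9a (20 nM) preincubated 15 min RT with compounds, then 500 nM biotinylated H3K9 peptide and 20 uM SAM added; 2 h RT reaction. Monomethyl-H3K9 product detected by AlphaScreen with anti-H3K9me1 antibody, streptavidin donor and anti-rabbit IgG acceptor beads.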
BLM helicase inh – Bloom syndrome helicase (human) inhibition. 0.2% of 350,000 active. P54132. recombinant BLM DNA unwinding, fluorescence dequenching. Potency, µM (doses to about 56.1 µM), inactives show at the highest dose activity change, negative = inhibition, usual class: inhibitors;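 note: plate controls were vehicle for no effect and no enzyme for full effect; nearly all actives have a fitted effect of over 35% in size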
HP1b chromo inh – inhibitors of HP1-beta chromodomain binding to methylated histone tails; 0.56% of 390,000 active; AlphaScreen HP1-beta / biotin-H3K9me3 peptide binding; Potency, µM (titrated, usually from 114 µM), inactives show at the top dose activity change, negative = inhibition, usual class: inhibitors; P83916; note: nearly all actives have a fitted effect of over 70% in size; inactives centre near 23
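HP1-beta protein (50 nM final) preincubated 30 min at room temperature with biotinylated H3(1-18)K9me3 peptide (50 nM) in PBS pH 7.4, 0.01% Tween-20, then compound added for 30 min. AlphaScreen streptavidin donor/nickel chelate acceptor beads (10 ug/mL final), 30 min dark, luminescence read.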
GLS inhibitor – blocks human kidney-isoform glutaminase activity. O94925. GLS enzymatic activity, qHTS titration. Potency, µM (series often up to 45.5 µM), inactives show top-dose activity change, negative = inhibition, hits mostly inhibitors. 0.21% of 410,000 active. AID 624170; note: % is set by controls: 0 for no effect and ±100 for the full control effect
Target sequence (O94925 whole entry, looked up, canonical isoform): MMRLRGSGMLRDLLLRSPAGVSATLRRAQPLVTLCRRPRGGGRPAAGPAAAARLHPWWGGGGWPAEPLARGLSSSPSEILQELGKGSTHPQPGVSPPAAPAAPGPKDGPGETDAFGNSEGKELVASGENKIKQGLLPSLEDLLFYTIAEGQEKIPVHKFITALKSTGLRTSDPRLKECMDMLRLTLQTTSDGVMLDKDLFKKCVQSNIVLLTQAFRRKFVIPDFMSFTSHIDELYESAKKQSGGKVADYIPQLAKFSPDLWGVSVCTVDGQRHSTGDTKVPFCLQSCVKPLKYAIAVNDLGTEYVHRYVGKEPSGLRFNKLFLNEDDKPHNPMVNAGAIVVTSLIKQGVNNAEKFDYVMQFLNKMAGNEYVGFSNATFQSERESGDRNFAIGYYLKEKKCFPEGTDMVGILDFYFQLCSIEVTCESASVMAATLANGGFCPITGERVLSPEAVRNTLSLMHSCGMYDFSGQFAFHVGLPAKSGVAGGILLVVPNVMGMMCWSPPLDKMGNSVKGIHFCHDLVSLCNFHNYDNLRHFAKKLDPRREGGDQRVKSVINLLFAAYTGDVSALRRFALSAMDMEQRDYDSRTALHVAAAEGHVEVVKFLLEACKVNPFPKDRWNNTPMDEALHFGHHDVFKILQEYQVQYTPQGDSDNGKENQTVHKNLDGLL
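Glutamate formation by hKGA was monitored fluorometrically using coupled glutamate oxidase, HRP and Amplex Red. Substrate was added as 1 mM L-glutamine solution; incubation was 30 min at RT after an initial read.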
POLI inh – inhibitors of human DNA polymerase iota | Q9UNA4 | Pol iota fluorescent replication assay, 10 min | Potency, µM (doses to about 115 µM), for inactives: at the highest dose activity, negative = inhibition, actives largely listed as inhibitors | 1% of 390,000 active
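Fluorescent replication assay read twice, at 0 min and 10 min after adding 50 nM (final) substrate. Enzyme (10 nM) and compounds were first incubated 15 min at room temperature; enzyme-free buffer wells were negative controls.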
The depositor's hits bear a star; i = inactive; u = inconclusive; x = not tested or not shown; [ ] = dose if it differs, or a comment. Unless noted, calls come from the whole dose curve; as a rule, active = well fitted curve in the direction sought with a large enough effect; inconclusive = small, poorly fitted or top-dose-only effect, or another doubt; inactive = no such curve, though single readings can be large; an effect the other way counts as inactive or inconclusive. Potency is the fitted concentration of half-maximal effect. Only part of the results is shown; rates above refer to the full screens.

Below each compound – Pin1 inh, Tb PGK inh, BAZ2B block, JMJD2A Tudor, G9a block, BLM helicase inh, HP1b chromo inh, GLS inhibitor, POLI inh
CCN(CC)CCn1c2c(c(SCC(=O)Nc3cc(C)cc(C)c3)nc1=O)CCC2
  4%, 8%, 10%, -13%, -47%, x, 3%, 1%, 18%
CCC(NC(=O)NC1=NCCS1)(C(F)(F)F)C(F)(F)F
  -4%, 0%, 9%, -5%, 10%, -1%, 44%[activator], -12%, 14%
COc1ccccc1CC(=O)Nc1cccc(C)n1
  4%, 8%, -17%, -7%, -5%, -8%, 42%[activator], -2%, 26%
O=C1c2cccc3cccc(c23)C(=O)N1Nc1ccccc1
  -6%, -3%, -19%, -18%, -29%, 2%, 2%, 5%, 102%[activator]
COc1ccc(C(=O)N2CCNC(=O)C2CC(=O)Nc2cc(Cl)ccc2OC)cc1 (configuration not stated)
  0%, i, -1%, -9%, 0%, 0%, 16%, -8%, 21%
CCOC(=O)CC1CCCCN1Cc1cn(C)nc1-c1ccc2c(c1)OCCO2 (configuration not stated)
  -2%, 0%, -3%, -17%, 8%, -4%, -27%, 0%, 28%
O=C1C(Cl)=C(N2CCCCC2)C(=O)N1Cc1ccccc1
  10%, 6%, 213%[activator], 130%[activator][57.1 µM], 264%[activator][59 µM], -9%, 371%[activator], 6%, -4%
Cc1ccc(C(=O)N2CCSCC2)cc1
  1%, -2%, 10%, -5%, 24%, -3%, 20%, 4%, 11%[58.9 µM]
O=C(c1csc2c1CCCC2)N1CCN(c2ccccc2)CC1
  0%, -1%, -31%, -24%, u, -17%, -1%, 23%, 25%
CCN(CC)c1cnn(C/C(=N\OC)c2ccc(Cl)cc2)c(=O)c1Br
  1%, 3%, 7%, -1%, 17%, -5%, 29%, 7%, 2%
Cc1ccc(Nc2nc(CSc3nnc(-c4cccs4)o3)cs2)cc1
  28%, -6%, -26%, u, u, -12%, 0%, 16%, -7%
O=C(CN1C(=O)CSC1=O)Nc1ccc(F)c(F)c1F
  -8%, -1%, -1%, u, -11%, -2%, u, 50%[activator], 17%
O=S(=O)(Nc1ccc(-c2cn3c(n2)SCC3)cc1)c1cccs1
  -1%, -6%, -27%, -31%, 35µM*, -15%, 2%, 16%, 17%
CCC(=O)N1CCc2cc(S(=O)(=O)NC(CC(C)C)C(=O)NCCc3cccc(C)c3)ccc21 (configuration not stated)
  -4%, 7%, x, -2%, -2%[59 µM], 2%, 38%, 0%, -5%
Cc1ccc(C)c(NS(=O)(=O)c2cc(C(=O)NCc3ccncc3)ccc2C)c1
  -1%, -4%, -23%, -11%, -4%, 2%, 24%, -1%, -7%
COCCNC(=O)/C(C#N)=C1\N=C(N)c2ccccc21
  -3%, 0%, -6%, -20%, 11%[59 µM], -2%, 30%, 4%, 22%
CN1C(=O)CC(n2c(CO)nc3ccccc32)C1=O (configuration not stated)
  8%, -2%, 11%, 7%, u, -2%, 43%[activator], -3%, 1%
CCOc1ccc(Br)cc1S(=O)(=O)Nc1cccc(S(=O)(=O)N(C)C)c1
  -4%, -5%, 0%, -14%, 26%, -1%, 13%, 2%, 153%[activator]
CSCCC(NC(=O)c1ccccc1)C(=O)OCC(=O)N(C)CCC#N (configuration not stated)
  5%, 1%, -16%, -1%, 3%, -3%, 21%, 2%, 128%[activator]
Cc1nn(C)c(Oc2ccccc2)c1CCNC(=O)C(C)(C)C
  2%, 1%, 4%, -3%, 25%, -5%, 34%, 5%, -9%
Cc1ccc(-c2nc3ccc(Br)cn3c2Nc2ccc3c(c2)OCO3)o1
  -1%, 1%, -9%, -20%, 1%[59 µM], -1%, 5%, 14%, 28%
Cc1nn(C)cc1[C@@H]1C[C@H]2CN(Cc3cccc(Cl)c3)C(=O)[C@]23CCCN13
  34%[activator], -3%, -5%, -11%, x, -3%, 37%, 4%, -15%
O=S(=O)(c1ccc(Br)cc1)c1nc(-c2ccccc2)oc1NCCN1CCOCC1
  -1%, -5%, u, u, u, -11%, -15%, 2%, 2%
CCCCc1ncc(CN2CCC(n3nccc3NC(=O)c3ccccc3OC)CC2)[nH]1
  5%, 7%, u, u, -5%, -1%, 12%, -12%, 43%[activator]
O=S(=O)(Nc1ccc(-c2ccc(N3CCCC3)nn2)cc1)c1ccc(OC(F)(F)F)cc1
  -1%, -1%, -11%, -21%, 6%[59 µM], -5%, 14%[57 µM], 7%, -6%
COC(=O)C(CCSC)Nc1ncnc2onc(-c3ccc(F)cc3)c12 (configuration not stated)
  4%, 0%, -8%, -15%, 9%[59 µM], -6%, 17%, -3%, -3%
CCn1nc(C(=O)NNC(=O)c2ccccc2)c2ccccc2c1=O
  -7%, i, -2%, -11%, 3%[2.33 µM], x, 42%[activator], 2%, 30%[activator]
Cc1ccc(-n2nnnc2SCC(=O)NCCC2=CCCCC2)c(C)c1
  u, -9%, 6%, 6%, 7%[59 µM], -5%, 62%[activator], 17%, 5%
Cc1ccc(CNC(=O)CS(=O)Cc2nc(-c3ccccc3C)oc2C)cc1 (configuration not stated)
  0%, -5%, -31%, -18%, 50µM*, -3%, 18%, 5%, 53%[activator]
COC(=O)/C(C#N)=C/c1c(N2CCN(C)CC2)nc2ccccn2c1=O
  0%, 0%, 3%, -4%, -13%[2.33 µM], 0%, 8%, 2%, 149%[activator]
COCC(=O)Nc1ccccc1C(=O)Nc1ccc(OC)cc1
  1%, -2%, 3%, -5%, 4%, -2%, 10%, 5%, 13%
Cc1ccnc(N2C(=O)OC(C)(C)C2(C)O)c1 (configuration not stated)
  0%, 3%, -14%, -12%, -5%[59 µM], -2%, 15%, 3%, 14%
CC(=O)c1ccc(OCC(=O)Nc2ccccc2C(=O)NC2CC2)cc1
  -4%, -2%, -4%, -5%, -8%[12.7 µM], -4%, 27%, 5%, 35%[activator]
Cc1ccc2occ(/C=C/C(=O)c3ccccc3O)c(=O)c2c1
  34%[activator], -9%, -27%, -24%, 9%, -1%, 1%, 2%, -2%
CCn1ncc(NC(=O)Nc2cccc(C(F)(F)F)c2)c1C(N)=O
  1%, 11%, 7%, -11%, 9%[59 µM], 1%, 9%, -2%, 6%
O=C(COC(=O)Cc1c[nH]c2ccccc12)NC1CCS(=O)(=O)C1 (configuration not stated)
  1%, -6%, 9%, -3%, u, x, 27%, 0%, 21%
CCC(CC)c1nn2c(N)c(/C=C3\C(C)=Nc4ccccc43)c(=O)nc2s1
  92%[activator], -4%, u, -33%, -1%[12.7 µM], -8%, 2%, 0%, 41%[activator]
O=C(COC(=O)c1cc(S(=O)(=O)N2CCCCC2)ccc1Cl)NCc1ccco1
  8%, -1%, u, -10%, u, -7%, 27%, 0%, 79%[activator]
O=C(ONC(=O)C1CCCCC1C(=O)NOC(=O)c1ccccc1)c1ccccc1 (configuration not stated)
  3%, 2%, x, u, x, x, 24%, -2%, 3%
COC(=O)c1ccc2nc(C3CCCCC3)c3c(c2c1)CCC3
  0%, -12%, x, 14%, x, x, 44%[activator], 4%, -19%
CC1CCN(C(=O)CSc2nnc(-c3cccs3)o2)CC1
  3%, i, 22%, -1%, 14%[59 µM], -1%, 1%, -8%, 76%[activator]
C=CCn1c(N2C(=O)CC(Cc3ccccc3)C2=O)nc2ccccc21 (configuration not stated)
  2%, -2%, 10%, -6%, 19%[12.7 µM], 1%, 42%[activator], x, 3%
O=[N+]([O-])c1ccc(NC(=S)N2CCN(c3ccccc3)CC2)cc1
  -13%, -8%, -38%, -25%, u, 1%, 1%, 1%, 63%[activator]
Clc1ccc(C(c2ccccc2)N2CCNCC2)cc1 (configuration not stated)
  0%, -3%, 28%, -13%, 3%, -2%, 3%, u, 5%
O=C(Nc1nccs1)c1cccc(NC(=O)C(F)(F)F)c1
  2%, 4%, 1%, -8%, x, -2%, 21%, -3%, 7%
O=C(/C=C/c1ccco1)NCCCN1CCN(CCCNC(=O)/C=C/c2ccco2)CC1
  0%, 2%, -3%, -29%, -6%[59 µM], 1%, 9%, 8%, 3%
COC(=O)c1ccc(C(=O)N2CCCC(N3CCN(c4ccccc4)CC3)C2)nc1 (configuration not stated)
  0%, i, -15%, -7%, 1%, 2%, 68%[activator], 29%, 19%
COc1ccc(N(CC(=O)N2CCOCC2)S(C)(=O)=O)cc1OC
  -9%, -3%, 2%, 3%, x, -6%, 32%, -2%, 37%[activator]
CCC(=O)Nc1c(C(=O)N2CCCCCC2)cnn1-c1ccc(C)c(C)c1
  -10%, -8%, 7%, -10%, -34%[12.7 µM], 1%, 25%, 5%, 17%
Cc1ccc(O)c(C(=O)c2cc(C#N)c(=O)n(CC3CCCO3)c2)c1 (configuration not stated)
  1%, -2%, -3%, -27%, 46%[activator][12.7 µM], -5%, 3%, 27%, -10%
Cc1ccc(/C=C2\SC(=S)N(CCC(=O)Nc3cccnc3)C2=O)cc1
  6%, -3%, -18%, -8%, 22%, -5%, 36%, -3%, 19%
O=C(Nc1cccnc1)C1(c2ccc(Cl)cc2)CCCC1
  7%, 15%, u, 2%, 21%, -4%, 33%, -1%, 15%
CN(C(=S)NC(=O)C1(C)CC1(Cl)Cl)c1ccccc1 (configuration not stated)
  -1%, -3%, -3%, -10%, -49%, 3%, 2%, 23%, 4%

Limited to BLM helicase inh, POLI inh and Tb PGK inh, for some of the entries so far:
SMILES,BLM helicase inh,POLI inh,Tb PGK inh
Cc1ccc(/C=C2\SC(=S)N(CCC(=O)Nc3cccnc3)C2=O)cc1,-5%,19%,-3%
O=C(Nc1cccnc1)C1(c2ccc(Cl)cc2)CCCC1,-4%,15%,15%

Assay outcomes as filed in PubChem BioAssay.
